High-throughput results as filed in PubChem.
TDP1 inh – TDP1 (human) enzyme inhibition; Potency, µM (titrated, usually from 130 µM), inactives show at the highest dose activity change, negative = inhibition, most hits filed as inhibitors; recombinant TDP1, AlphaScreen DNA substrate cleavage; 0.28% of 350,000 active; AID 485290; Q9NUW8; note: nearly all actives have a fitted effect of over 40% in size
Target sequence (Q9NUW8 whole entry, looked up): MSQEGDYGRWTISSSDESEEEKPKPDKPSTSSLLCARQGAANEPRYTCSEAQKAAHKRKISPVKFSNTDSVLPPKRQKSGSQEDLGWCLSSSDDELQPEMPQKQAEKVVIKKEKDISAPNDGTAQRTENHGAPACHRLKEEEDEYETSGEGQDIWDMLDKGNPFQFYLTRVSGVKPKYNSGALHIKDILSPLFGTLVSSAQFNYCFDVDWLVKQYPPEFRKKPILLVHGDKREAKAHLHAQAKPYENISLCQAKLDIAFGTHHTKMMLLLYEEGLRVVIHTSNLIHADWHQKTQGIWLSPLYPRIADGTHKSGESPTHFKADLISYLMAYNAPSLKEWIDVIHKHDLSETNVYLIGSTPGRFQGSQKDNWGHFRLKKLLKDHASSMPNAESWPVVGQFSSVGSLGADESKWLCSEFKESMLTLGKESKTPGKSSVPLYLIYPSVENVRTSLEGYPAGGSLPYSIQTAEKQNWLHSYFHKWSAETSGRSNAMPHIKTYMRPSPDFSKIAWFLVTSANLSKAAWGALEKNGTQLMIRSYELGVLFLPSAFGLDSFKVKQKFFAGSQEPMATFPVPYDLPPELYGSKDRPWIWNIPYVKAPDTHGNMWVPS
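Here, a 5' biotin and 3' phosphotyrosine-FITC DNA oligonucleotide reports Tdp1 activity: intact substrate bridges AlphaScreen beads, while cleavage leaves a 3' phosphate and drops signal. All incubations at room temperature.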
DT40 TDP1 CPT – DT40-hTDP1 cell growth loss with CPT; chicken DT40 Tdp1-/-;hTDP1 cells + 20 nM CPT, ATP luminescence, 48 h; Potency, µM (series often up to 46.2 µM), inactives show at the top dose activity change, negative = growth inhibition, actives largely listed as inhibitors; 12% of 420,000 active; note: nearly all actives have a fitted effect of over 55% in size
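Chicken DT40 Tdp1-/- cells stably complemented with human TDP1 were seeded at 400 cells/well in medium containing 20 nM camptothecin, exposed to pin-transferred compounds, and grown at 37 °C for at least 48 hr. Viability was read as ATP luminescence.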
TDP1 cell noCPT – qHTS for Inhibitors of human tyrosyl-DNA phosphodiesterase 1 (TDP1): qHTS in cells in absence of CPT | DT40 Tdp1-/- hTDP1 cells, no CPT, ATP luminescence, 48 h | Potency, µM (titrated, usually from 46.2 µM), inactives show at the highest dose activity change, negative = growth inhibition, usual class: inhibitors | 15% of 420,000 active | AID 686978, 2013; note: nearly all actives have a fitted effect of over 55% in size
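Seeded 400 DT40-hTDP1 cells/well (vehicle DMSO, no 20 nM CPT); pinned compounds; ≥48 hr at 37 °C; CellTiter-Glo luminescence as viability measure.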
Numbers without * were called inactive; u = inconclusive; x = not tested or not shown; & = joins results of further samples. Calls come from the whole dose curve; as a rule, active = well fitted curve in the direction sought with a large enough effect; inconclusive = small, poorly fitted or top-dose-only effect, or another doubt; inactive = no such curve, though single readings can be large; an effect the other way counts as inactive or inconclusive. % is set by controls: 0 for no effect and ±100 for the full control effect; potency is the fitted concentration of half-maximal effect.

SMILES	TDP1 inh	DT40 TDP1 CPT	TDP1 cell noCPT
O=C(c1cccs1)N1CCN(C(=O)C2CCCO2)CC1 (configuration not stated)	0%	6%	0%
O=C(c1cccc(Br)c1)c1cn(-c2ccccc2)nc1C(=O)c1ccccc1	0%	18µM*	16µM*
COc1ccc(S(=O)(=O)CC2(O)CCN(C(=O)C(C)(C)C)CC2)cc1	3%	2%	6%
CCN(CC)CCNC(=O)c1cc(-c2ccco2)nc2ccccc12	7%	29%	-19%
CCc1nc(NCc2cccs2)c2nnn(Cc3ccccc3)c2n1	x	u	u
Cc1ccc(N(CC(=O)N2CCn3c2nc2ccccc23)S(=O)(=O)c2c(C)n[nH]c2C)cc1	4%	-13%	-15%
O=C(Cn1cnc2c(nnn2Cc2ccccc2F)c1=O)OCc1ccccc1	-12%	-19%	u
Cc1ccc2nc(-c3cccc(Cl)c3)c(Cc3cccc(F)c3)n2c1	x	u	u
Cc1ccc(S(=O)(=O)N/N=C/c2cc([N+](=O)[O-])ccc2O)cc1[N+](=O)[O-]	9%	18%	5%
COc1ccc(C(OC(=O)c2ccco2)C(=O)NC(C)(C)C)cc1 (configuration not stated)	0%	1%	-3%
O=C(COC(=O)CCCN=C1NS(=O)(=O)c2ccccc21)NC(=O)NC1CCCC1	-1%	3%	3%
CCC(=O)c1ccc(CCCCCC(=O)O)s1	18µM*	-8%	-13%
N#Cc1nc(N2CCCCC2)nc(N(c2ccccc2)c2ccccc2)n1	-4%	11µM*	13µM*
O=C(NC(=S)Nc1ccc(N2CCOCC2)cc1)c1ccccc1	10%	-15%	u
O=C(c1ccc(N2CCOCC2)cc1[N+](=O)[O-])N1CCOCC1	3%	-3%	-14%
CC(C)NC(=O)c1ccc2sc([C@@H]3O[C@H](CO)[C@H](O)[C@H](O)[C@H]3O)nc2c1	x	0%	-1%
Brc1ccc(C2=CC(c3ccco3)n3ncnc3N2)cc1 (configuration not stated)	9%	-9%	u
O=C(Nc1nc2c(s1)CCCC2=O)c1cnccn1	-1%	-17%	-4%
O=C(O)COc1ccc2oc3c(c2c1)CCCC3	5%	-8%	6%
COC(=O)[C@]12CCCCC=C1N(Cc1ccco1)C(=O)[C@H](CC(=O)N1CCN(C(=O)C3CC3)CC1)C2	x	-2%	-8%
COc1ccc(-c2cc(C(F)(F)F)n3nc(C(=O)N4CCOCC4)c(Cl)c3n2)cc1	-1%	16µM*	29µM*
CN(CCn1ccnc1)Cc1cn(-c2ccccc2)nc1-c1ccc2c(c1)OCO2	10%	-15%	-14%
Cc1cc([N+](=O)[O-])nn1CC(=O)N1CCCc2ccccc21	5%	1%	-20%
CC1(C)C2CCC1(C)C(OC(=O)c1ccc(O)cc1)C2 (configuration not stated)	3%	u	u
O=c1[nH]c2cccnc2n1Cc1ccccc1	2%	5%	12%
Cc1cc(OCc2cn3cccnc3n2)ccc1Cl	1%	-1%	-9%
O=Cc1cn[nH]c1-c1cccc([N+](=O)[O-])c1	5%	-5%	20%
COc1ccc(S(=O)(=O)CCC(=O)NC2CCCCC2)cc1	5%	0%	-29%
CCC1CCCCN1C(=S)NCc1ccccc1 (configuration not stated)	-3%	u	-15%
CC1(C)CC(NC(=O)CSc2ccccc2)CC(C)(C)N1	3%	-3%	1%
Cc1nn(C)c2c1c(C(F)(F)F)cc(=O)n2CC(=O)N1CCC(C)CC1	6%	u	u
O=C(CN1CCN(Cc2ccccc2)CC1)Nc1ccc(S(=O)(=O)N2CCOCC2)cc1	1%	u	u
CN(C)S(=O)(=O)c1ccc(NC(=O)CNc2cc(S(=O)(=O)N3CCCC3)ccc2OCC(F)(F)F)cc1	4%	21µM*	18µM*
COc1cc(C(=O)NCCSc2ccc(F)cc2)cc(OC)c1OC	x	u	u
CCOC(=O)C1=C(C)NC2(O)c3ccccc3C(=O)C12O (configuration not stated)	-3%	u	-19%
COc1cccc(CNc2ccc3nc(-c4ccc(N)cc4)c(OC)n3n2)c1	15%&11%	u	u
Cc1cc([N+](=O)[O-])nn1CC(=O)NCc1cccs1	2%	-10%	-9%
CCC(C)(NC(=O)Cc1c[nH]c2ccccc12)C(=O)NC1CCCCC1 (configuration not stated)	3%	-4%	0%
CCN1CCN(C(=S)NC(=O)c2cc(OC)c(OC)c(OC)c2)CC1	1%	7%	-2%
CC1CC(=O)N(CC(=O)Nc2ccc3c(c2)OCCO3)c2ccccc2S1 (configuration not stated)	7%	-19%	-18%

Two records picked at random from the list so far:
SMILES	TDP1 inh	DT40 TDP1 CPT	TDP1 cell noCPT
CCC(C)(NC(=O)Cc1c[nH]c2ccccc12)C(=O)NC1CCCCC1 (configuration not stated)	3%	-4%	0%
CC1(C)C2CCC1(C)C(OC(=O)c1ccc(O)cc1)C2 (configuration not stated)	3%	u	u

Next results follow.
SMILES	TDP1 inh	DT40 TDP1 CPT	TDP1 cell noCPT
Cc1ccc(-c2cc(C(=O)N/N=C/C=C/c3ccccc3)n[nH]2)s1	8%	16µM*	u
CSc1ncc2c(n1)-c1ccccc1N(Cc1ccc(F)cc1)S2(=O)=O	3%	-4%	11%
CCOC(=O)C1(Cc2ccccc2C(F)(F)F)CCN(C2CCN(C(C)C)CC2)CC1	-3%	23µM*	23µM*
CN(C(=S)Nc1ccc(Oc2ccccc2)cc1)c1ccc(O)cc1	5%	u	u
CC(c1nnnn1C1CCCCC1)N(Cc1ccccc1)Cc1cccnc1 (configuration not stated)	-2%	u	u
Cc1noc(C)c1NC(=O)N(C)C[C@@H]1OCc2cnnn2CCCC(=O)N([C@H](C)CO)C[C@@H]1C	x	1%	-1%
C#Cc1cccc(NC(=O)c2ccc3c(c2)C(=O)N(Cc2cccnc2)C3=O)c1	5%	-10%	13%
CC1(C)CN=c2s/c(=C\c3ccc(Cl)cc3)c(=O)n2C1	-2%	12µM*	18µM*
Cc1ccc(-c2csc(=Nc3ccccc3)n2Cc2ccc3c(c2)OCO3)cc1C	-5%	u	6.5µM*
C=CCNC(=O)c1ccc(-c2ccc([N+](=O)[O-])cc2)o1	-3%	-11%	u
Cc1ccc(C(=O)N2CCN(C3c4cccc5cccc(c45)C3NS(=O)(=O)c3ccccc3)CC2)cc1 (configuration not stated)	4%	u	u
CC(=O)C1C(c2ccc3ncccc3c2)NC(=O)NC1(O)C(F)(F)F (configuration not stated)	-3%	-27%	-16%
CC(=O)c1cc(C(=O)Nc2ccc3ccccc3c2)c(C)o1	2%	1%	-4%
CC1=C(Nc2ccc(C(=O)O)cc2)C(=O)c2ccccc2C1=O	x	u	u
O=C(/C=C/c1ccccc1)N/C(=C\c1ccco1)C(=O)O	-3%	16%	6%
COc1ccccc1N(CC1CO1)S(=O)(=O)c1ccccc1 (configuration not stated)	x	u	u
COc1cc(OC)c(NC(=O)CC(=O)Nc2cc(Cl)c(OC)cc2OC)cc1Cl	x	1%	-15%
CCCOC(=O)c1ccc(NC(=O)/C=C/c2cccs2)cc1	5%	u	18µM*
COc1ccc(OC)c(NC(=O)CCCc2ccccc2)c1	2%	9%	2%
Cc1cc(NC(=O)CSc2nc3c([nH]c4ccccc43)c(=O)n2-c2ccc(Cl)cc2)no1	-1%	-22%	-12%

Arranged by number of heavy atoms (ascending): 16 of the compounds above.
SMILES	TDP1 inh	DT40 TDP1 CPT	TDP1 cell noCPT
Cc1cc([N+](=O)[O-])nn1CC(=O)NCc1cccs1	2%	-10%	-9%
CC1(C)CN=c2s/c(=C\c3ccc(Cl)cc3)c(=O)n2C1	-2%	12µM*	18µM*
O=C(/C=C/c1ccccc1)N/C(=C\c1ccco1)C(=O)O	-3%	16%	6%
CC(=O)c1cc(C(=O)Nc2ccc3ccccc3c2)c(C)o1	2%	1%	-4%
CC1=C(Nc2ccc(C(=O)O)cc2)C(=O)c2ccccc2C1=O	x	u	u
Cc1ccc(-c2cc(C(=O)N/N=C/C=C/c3ccccc3)n[nH]2)s1	8%	16µM*	u
CC(=O)C1C(c2ccc3ncccc3c2)NC(=O)NC1(O)C(F)(F)F (configuration not stated)	-3%	-27%	-16%
CSc1ncc2c(n1)-c1ccccc1N(Cc1ccc(F)cc1)S2(=O)=O	3%	-4%	11%
CC1CC(=O)N(CC(=O)Nc2ccc3c(c2)OCCO3)c2ccccc2S1 (configuration not stated)	7%	-19%	-18%
COc1cccc(CNc2ccc3nc(-c4ccc(N)cc4)c(OC)n3n2)c1	15%&11%	u	u
C#Cc1cccc(NC(=O)c2ccc3c(c2)C(=O)N(Cc2cccnc2)C3=O)c1	5%	-10%	13%
Cc1ccc(-c2csc(=Nc3ccccc3)n2Cc2ccc3c(c2)OCO3)cc1C	-5%	u	6.5µM*
CCOC(=O)C1(Cc2ccccc2C(F)(F)F)CCN(C2CCN(C(C)C)CC2)CC1	-3%	23µM*	23µM*
Cc1cc(NC(=O)CSc2nc3c([nH]c4ccccc43)c(=O)n2-c2ccc(Cl)cc2)no1	-1%	-22%	-12%
Cc1noc(C)c1NC(=O)N(C)C[C@@H]1OCc2cnnn2CCCC(=O)N([C@H](C)CO)C[C@@H]1C	x	1%	-1%
Cc1ccc(C(=O)N2CCN(C3c4cccc5cccc(c45)C3NS(=O)(=O)c3ccccc3)CC2)cc1 (configuration not stated)	4%	u	u

Additional results.
SMILES	TDP1 inh	DT40 TDP1 CPT	TDP1 cell noCPT
CCOC(=O)c1c(N=CN(C)C)c2cc([N+](=O)[O-])cnc2n1C	6%	u	-29%
Cc1cc(C)c2c(C)nn(-c3ccccc3)c2n1	-7%	4%	-22%
COC(=O)CCC(=O)NC(=S)Nc1sc(C)c(C)c1C(N)=O	-1%	0.16µM*	0.15µM*
O=C(CN1C(=O)NC2(CCCCCC2)C1=O)Nc1ccccc1[N+](=O)[O-]	0%	-26%	-17%
Cc1cc(C)cc(NC(=S)NC(=O)Cc2ccccc2)c1	x	-15%	-25%
Cc1cc(/C=C2\SC(=S)NC2=O)c(C)n1-c1ccc(O)cc1	7%	-28%	6%
O=C1C=C(c2ccccc2)OC2(CCCC2)O1	-3%	-19%	-7%
CC1=C(C(=O)N(C)C)CC(CC(=O)NC2CCCCC2)C(=O)N1Cc1ccc(F)cc1 (configuration not stated)	x	-2%	-25%
O=C(Nc1ccc(CN2CCOCC2)cc1)c1cccs1	0%	-1%	-17%
C[C@@H]1CN([C@H](C)CO)C(=O)CCCn2nncc2CO[C@H]1CN(C)S(=O)(=O)c1ccccc1	x	-1%	u
CCCCCn1c(=O)[nH]c2cc(C(=O)NCCCN3CCC(C)CC3)ccc2c1=O	4%	-26%	u
CCC(=O)Nc1nonc1-c1nc2ccccc2n1Cc1ccc(Cl)c(Cl)c1	x	4%	-19%
Cc1cc(=O)oc2cc(OC(C)C(=O)NC3CCCC3)ccc12 (configuration not stated)	x	11%	9%
Cn1c(=NN=Cc2ccccc2OCCO)sc2ccccc21	x	u	u
CCC(=O)N(Cc1cc2cc(OC)ccc2[nH]c1=O)c1ccccc1OC	x	u	u
COc1cc2ccc(CC(N)=O)cc2cc1OC	x	8%	6%
